S1P1 ag pot – activates or potentiates agonism at human S1P1 receptor | AID 449 | S1P1 CRE-bla cells, forskolin, beta-lactamase FRET, potentiator mode; S1P1 agonist co-added at EC20, 2 nM; 100% = saturating reference agonist, 0% = basal | P21453 | 56,000 compounds, 0.57% hits | activation, % at 9.5 µM;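 active = activation above a cutoff set at the mean activation of all tested compounds plus 3 SD, cut at about 54% in these data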;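 note: forskolin at 4 µM as EC80 and the EC20 agonist is SEW2871; 100% = SEW2871 at its EC100 plus forskolin at EC80; some compounds past the cut are filed as inactive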
Target sequence (P21453 whole entry, looked up): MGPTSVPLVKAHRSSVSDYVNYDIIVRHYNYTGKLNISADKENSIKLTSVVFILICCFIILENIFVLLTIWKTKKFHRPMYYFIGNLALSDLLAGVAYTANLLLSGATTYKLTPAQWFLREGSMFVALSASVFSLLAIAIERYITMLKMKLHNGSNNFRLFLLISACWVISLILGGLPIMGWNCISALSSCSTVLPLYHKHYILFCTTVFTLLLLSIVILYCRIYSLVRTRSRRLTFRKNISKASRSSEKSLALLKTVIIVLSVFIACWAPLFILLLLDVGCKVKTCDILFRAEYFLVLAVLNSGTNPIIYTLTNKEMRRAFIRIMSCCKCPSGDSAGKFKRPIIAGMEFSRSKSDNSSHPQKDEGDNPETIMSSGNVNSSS
HEK293 NFkB inh – inhibitors of the PMA/ionomycin-induced NF-kB reporter in HEK293 cells | HEK-293 NF-kB luciferase reporter, luminescence | 62,000 compounds, 0.21% hits | AID 465 | inhibition, % at 3 µM;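 active = inhibition above the mean of all tested compounds plus 3 SD, cut at about 40% in these data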;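 note: 0% = stimulated DMSO wells and 100% = 10 µM reference inhibitor 5653914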
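System – HEK-293 cells with stable firefly luciferase reporter driven by four HIV NF-kB elements · Doses – one dose, 3 µM · Schedule – 1 h compound pre-incubation, 16 h PMA/ionomycin at 37 °C · Technique – luminescence from luciferase substrate reagent · Measure – percent inhibition normalized per plate to DMSO and reference-inhibitor controls · Replicates – tested once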
Jurkat viability – cytotoxicity toward Jurkat cells. Jurkat E6.1 viability, ATP luminescence, 48 h. inhibition, % at 4 µM. 56,000 compounds, 1.2% hits;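 active = inhibition above the mean inhibition of all tested compounds plus 3 SD, cut at about 28% in these data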
S1P3 agonist – activates the human S1P3 receptor | AID 373 | S1P3 NFAT-BLA reporter cells, agonism, FRET ratio; relative to 1 µM S1P, basal subtracted | activation, % at 4.5 µM | 60,000 compounds, 0.1% hits;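 active = activation above the screen-wide mean plus 3 SD, cut at about 4.5% in these data, passing the limit was not always enough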; note: some compounds called inactive have numbers as strong as hits
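Material: Human S1P3 NFAT-BLA reporter CHO cells | Incubation: Overnight plating, 4 h compound 37 °C, 2 h substrate RT | Signal: FRET β-lactamase substrate fluorescence, excitation 405 nm, 460/535 nm emission ratio, background-subtracted | Compound: 4.5 µM final, single dose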
M1 ag – M1 muscarinic receptor agonism. CHO-M1 cells, Fluo-4 calcium fluorescence, agonist mode; active compounds read high. B-score at 10 µM. 64,000 compounds, 3% hits;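 active = fluorescence rise, raw or as B-score row- and column-corrected plate score, outside the 99.7% band of its plate's samples, either direction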
HTR1E agonist – agonists of human 5-HT1E serotonin receptor; activation, % at 6 µM; 65,000 compounds, 0.69% hits; AID 574; P28566; CHO 5-HT1E Ga15 NFAT-bla reporter, FRET; 0% DMSO wells, 100% control agonist wells;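 active = activation above a set limit, the screen-wide mean activation plus 3 SD, cut at about 8.5% in these data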;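 note: 100% = positive control agonist at 1 µM giving full maximal response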
Target sequence (P28566 whole entry, looked up): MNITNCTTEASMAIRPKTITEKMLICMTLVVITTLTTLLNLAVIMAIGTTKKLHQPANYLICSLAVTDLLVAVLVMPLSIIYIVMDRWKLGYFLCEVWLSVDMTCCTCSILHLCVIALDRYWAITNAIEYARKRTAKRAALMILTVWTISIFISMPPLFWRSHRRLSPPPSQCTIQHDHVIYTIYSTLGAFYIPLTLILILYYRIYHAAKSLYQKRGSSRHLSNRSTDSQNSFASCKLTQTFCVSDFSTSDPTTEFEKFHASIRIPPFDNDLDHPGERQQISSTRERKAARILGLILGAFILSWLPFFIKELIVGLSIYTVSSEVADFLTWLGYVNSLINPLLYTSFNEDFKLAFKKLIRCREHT
M1 antagonist – blocks the rat M1 muscarinic receptor response to acetylcholine; 64,000 compounds, 3.4% hits; AID 628; CHO-M1 cells, Fluo-4 calcium, ACh EC80 antagonist mode; active compounds read low; B-score at 10 µM;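 active = calcium fluorescence response, raw or row-and-column corrected B-score, differing from the plate sample mean either way at a set confidence level, mostly lower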
5HT1E antag – antagonists of human 5-HT1E serotonin receptor; CHO 5-HT1E Ga15 NFAT-bla reporter, FRET, antagonist; P28566; inhibition, % at 6 µM; AID 571; 65,000 compounds, 0.99% hits;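 active = inhibition above a set limit, the mean inhibition across every tested compound plus 3 SD, cut at about 29% in these data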;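 note: signal is the 460 over 535 nm emission ratio of beta-lactamase substrate; 0% = agonist plus DMSO wells and 100% = wells without agonist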
Her2 expr inh – Her2 kinase expression inhibition; SKBR-3 HER2 protein level, AlphaScreen, 18-24 h; active compounds read low; HER2 level % of control, % at 10 µM; 65,000 compounds, 0.69% hits; AID 645;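 active = HER2 level under 5% of the carrier-only control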;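 note: 100% = DMSO carrier and 0% = 500 nM PU-H71 HSP90 inhibitor; lower value means stronger loss of Her2 protein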
Active calls of the source: *; x = no result given.

#1 COc1ccc(NC(=O)Cn2nc3n(c2=S)CCC3)cc1
#2 Clc1ccc(OCCCn2cncn2)cc1Cl
#3 Brc1ccc(Oc2nsnc2N2CCOCC2)cc1
#4 O=C(COC(=O)c1ccccn1)Nc1cccc(Cl)c1
#5 CC1CCCCN1c1nc(-c2ccncc2)nc2ccccc12 (centres undefined)
#6 O=C(CSc1ncc(-c2ccc(F)cc2)[nH]1)N1CCCCC1
#7 NC(=O)c1ccsc1NC(=O)c1ccc(S(=O)(=O)N2CCCCC2)cc1
#8 Cc1ccc(-c2nc(CS(=O)(=O)CC(=O)NCCCN3CCN(C)CC3)c(C)o2)cc1
#9 O=c1cc(N2CCN(c3ccccc3)CC2)[nH]c(=O)n1C1CCCCC1
#10 COC(=O)c1ccccc1NC(=O)Cn1cnc2c1c(=O)n(C)c(=O)n2C

entry no.	1	2	3	4	5	6	7	8	9	10
S1P1 ag pot	4	6	-1	7	-30	6	0	24	9	4
HEK293 NFkB inh	8	10	17	5	2	12	-14	5	22	18
Jurkat viability	-4	3	4	0	4	0	3	8	-3	0
S1P3 agonist	-0.5	-0.5	-1.4	0.7	0.9	0.0	-1.6	-1.7	1.0	-1.0
M1 ag	-0.093	-0.68	-0.0044	-0.54	-0.27	0.19	3.1*	1	-1.1	0.0024
HTR1E agonist	-1.0	-0.2	-1.3	0.5	0.6	-0.9	0.7	-0.2	1.3	0.4
M1 antagonist	1.4	0.34	0.33	1.2	-0.71	-0.94	-0.54	0.88	-0.62	0.18
5HT1E antag	-1	7	7	-2	4	0	19	-5	-9	3
Her2 expr inh	125	62	64	108	86	98	82	93	73	163

#11 O=C(CSc1nnc2sc3ccccc3n12)NCc1ccc2c(c1)OCO2
#12 CC1Cc2ccccc2N1C(=O)CSCC(=O)O (centres undefined)
#13 CCSc1ccccc1C(=O)NCc1ccc(S(N)(=O)=O)cc1
#14 CN(C)S(=O)(=O)c1ccc(N2CCN(S(=O)(=O)c3ccc(F)cc3)CC2)c(Cl)c1
#15 CCNc1cccc2c1C(=O)N(C)C2=O
#16 CCOC(=O)N1CCC(N2C(=O)c3cc(C(=O)NC4CCCCC4)ccc3C2O)CC1 (centres undefined)
#17 Cc1cccc2cc(CN(Cc3cccnc3)C(=O)c3ccncc3)c(=O)[nH]c12
#18 COCCCNC(=O)c1ccc2nc3ccccc3c(=O)n2c1
#19 CCOc1ccc(S(=O)(=O)Nc2cc(Cl)ccc2O)cc1
#20 O=S(=O)(Nc1ncccc1O)c1ccc(Cl)cc1

entry no.	11	12	13	14	15	16	17	18	19	20
S1P1 ag pot	-9	-9	-50	6	-8	-25	-8	x	x	10
HEK293 NFkB inh	7	8	18	26	-6	12	5	10	6	2
Jurkat viability	2	9	5	34*	-7	-5	5	x	9	7
S1P3 agonist	-1.0	-0.6	0.9	-0.7	-0.3	0.0	-0.6	x	-0.6	-0.7
M1 ag	0.2	0.42	0.14	-0.96	179*	-0.36	-0.27	3.5	-0.058	-0.62
HTR1E agonist	0.4	-0.3	0.8	-0.2	0.6	0.6	0.9	1.0	-0.4	-1.3
M1 antagonist	0.37	0.2	-0.16	0.14	-0.69	0.085	0.086	0.13	-3.1*	0.059
5HT1E antag	7	4	5	2	10	10	-3	15	-8	-4
Her2 expr inh	96	89	52	77	102	68	107	109	x	91

#21 COc1ccc(C)cc1S(=O)(=O)Nc1cccnc1
#22 COCC(=O)Nc1sc2c(c1C(=O)OC)C(C(=O)OC)CC2 (centres undefined)
#23 Cc1nn(C)cc1CNC(=O)c1cnn2c1NC(c1ccc(Br)cc1)CC2C(F)(F)F (centres undefined)
#24 COCCn1c(C)cc(C(=O)COC(=O)c2ccc3ncsc3c2)c1C
#25 Cc1cc(O)c(NC(=O)c2ccc(Br)o2)cc1C
#26 C=CCn1c(SCC(=O)c2cccs2)nc2sc(C)cc2c1=O
#27 O=C(Cc1c[nH]c2ccccc12)NCc1ccc2c(c1)OCO2
#28 CCCOC(=O)c1ccc(Oc2c(-c3ccc(O)cc3O)n[nH]c2C)cc1
#29 CCN1CCN(C(=O)c2cc3nc(-c4ccccc4)cc(C(F)(F)F)n3n2)CC1
#30 CCS(=O)(=O)NCc1cn2c(C)csc2n1

entry no.	21	22	23	24	25	26	27	28	29	30
S1P1 ag pot	6	-12	6	45	-40	8	29	18	x	-34
HEK293 NFkB inh	-2	-2	1	-1	4	21	17	17	5	11
Jurkat viability	-5	-3	-1	0	-3	12	0	0	-1	-3
S1P3 agonist	-0.4	1.2	-0.3	0.1	-0.6	-1.0	0.0	-0.5	-0.7	-1.0
M1 ag	0.00065	-0.48	0.41	-2.5	-0.48	-0.21	0.23	-0.32	-0.039	-0.61
HTR1E agonist	-0.1	1.1	-0.5	0.3	0.1	0.3	-0.1	1.0	-0.2	1.9
M1 antagonist	-0.35	-0.45	0.39	-0.093	0.58	-1.6	1.1	1.3	0.79	-0.097
5HT1E antag	-6	4	-2	0	7	12	0	-9	4	-1
Her2 expr inh	112	132	64	104	71	67	73	102	101	100

Part of the list above, with values under each structure:
Values run as follows: S1P1 ag pot | HEK293 NFkB inh | Jurkat viability | S1P3 agonist | M1 ag | HTR1E agonist | M1 antagonist | 5HT1E antag | Her2 expr inh
21. COc1ccc(C)cc1S(=O)(=O)Nc1cccnc1
    6 | -2 | -5 | -0.4 | 0.00065 | -0.1 | -0.35 | -6 | 112
22. COCC(=O)Nc1sc2c(c1C(=O)OC)C(C(=O)OC)CC2 (centres undefined)
    -12 | -2 | -3 | 1.2 | -0.48 | 1.1 | -0.45 | 4 | 132
23. Cc1nn(C)cc1CNC(=O)c1cnn2c1NC(c1ccc(Br)cc1)CC2C(F)(F)F (centres undefined)
    6 | 1 | -1 | -0.3 | 0.41 | -0.5 | 0.39 | -2 | 64
24. COCCn1c(C)cc(C(=O)COC(=O)c2ccc3ncsc3c2)c1C
    45 | -1 | 0 | 0.1 | -2.5 | 0.3 | -0.093 | 0 | 104

Next part
#31 CCCCSC1=C(C#N)C(c2ccccc2C)CC(=O)N1 (centres undefined)
#32 CCOC(=O)c1c(C2CCN(C(=O)OCC)CC2)nc2ccccn12
#33 CCOC(=O)N1CCN(C(=O)c2ccc(N(C)S(C)(=O)=O)cc2)CC1
#34 COc1ccccc1-c1cn(S(=O)(=O)c2ccc(C)cc2)nc1N
#35 FC(F)(F)c1nc(N2CCN(c3ccccc3)CC2)nc2c1CCCCC2
#36 CS(=O)(=O)N(CC(=O)NCc1ccc2c(c1)OCO2)c1ccc(Cl)cc1
#37 COc1ccccc1NC(=O)N1CCn2c(nc3ccccc32)C1
#38 O=C(Nc1ccc2nc3n(c(=O)c2c1)CCCCC3)c1ccccn1
#39 Cc1cc(NC(=O)CSc2nnc3c4c(C)c(C)sc4ncn23)no1
#40 CCCCNC(=O)c1cccc(C(=O)NCCCC)c1

entry no.	31	32	33	34	35	36	37	38	39	40
S1P1 ag pot	12	-34	x	-10	x	2	6	-34	4	18
HEK293 NFkB inh	8	13	9	11	16	20	-6	-34	17	16
Jurkat viability	-10	-6	9	1	x	8	5	-1	7	6
S1P3 agonist	0.2	-0.3	0.3	0.1	x	-0.7	-0.6	-0.3	-1.2	-1.2
M1 ag	-0.56	0.47	-1	1.6	-0.11	1	0.048	0.038	-0.006	0.58
HTR1E agonist	-0.9	0.3	0.7	0.3	-0.3	-0.5	-0.9	0.8	-1.4	-0.8
M1 antagonist	-0.79	-0.37	0.029	0.6	-0.47	-0.75	0.46	-0.018	-0.5	0.0012
5HT1E antag	17	9	1	-3	-10	4	9	7	3	5
Her2 expr inh	97	71	105	100	x	114	100	73	69	77

#41 CCCCCC(C(=O)O)C(C)CC(=O)NC1CCCCC1 (centres undefined)
#42 CCN=C1SC(CC(=O)Nc2sc3c(c2C#N)CCCC3)C(=O)N1CC (centres undefined)
#43 Cn1c(NCc2cc(Br)ccc2O)nc2ccccc21
#44 CCN1CCn2c1nc(N1CCOCC1)nc2=O
#45 COCCOC(=O)C1=C(C)Nc2ncnn2C1c1ccc(F)cc1 (centres undefined)
#46 CC1CCCN(S(=O)(=O)c2ccc(NC(=O)CN3CCN(C)CC3)cc2)C1 (centres undefined)
#47 Cc1cc2c(cc1C)NC(c1cccnc1)C1=C(CC(C)(C)CC1=O)N2 (centres undefined)
#48 CCn1nc(C(=O)N2CCc3ccccc3C2)c2ccccc2c1=O
#49 O=C(Nc1nc(-c2ccc(S(=O)(=O)N3CCCC3)cc2)cs1)c1cccs1
#50 CC(C)Cc1nc(N2CCN(C(=O)c3ccco3)CC2)c(C#N)c2c1CCC2

entry no.	41	42	43	44	45	46	47	48	49	50
S1P1 ag pot	-7	x	x	-14	8	-6	-6	x	27	-5
HEK293 NFkB inh	0	22	14	15	12	10	1	15	17	x
Jurkat viability	-4	x	x	-1	-2	0	3	x	22	x
S1P3 agonist	-0.6	x	x	-0.5	-0.5	1.0	0.7	x	-1.4	-2.9
M1 ag	0.45	-0.39	-0.29	-0.012	0.39	-0.037	1.3	0.42	-0.71	0.25
HTR1E agonist	0.5	0.2	0.1	-0.2	-0.4	0.5	0.1	-1.0	0.0	0.1
M1 antagonist	-0.3	-1	0.42	0.6	0.29	-1.3	-0.41	0.023	0.0047	0.11
5HT1E antag	11	-11	1	-7	5	3	4	2	-7	23
Her2 expr inh	83	74	192	68	130	90	100	88	80	115

#51 COc1cc(NC(=O)CCN2CCN(c3ccccc3F)CC2)cc(OC)c1
#52 CCN(C(=O)COC(=O)c1cc(C)n(-c2ccc(F)cc2)c1C)C1CCS(=O)(=O)C1 (centres undefined)
#53 CCCc1nc(SCC(=O)N2CCCc3ccccc32)c2c(=O)n(C)c(=O)n(C)c2n1
#54 CCC(=O)NC1=C(C#N)C2(CCCC2)Cc2ccccc21
#55 COC(=O)c1c(C(=O)OC)c2oc3ccccc3n2c1Cl
#56 Cc1ccc2cc(C(c3nnnn3C3CCCC3)N3CCOCC3)c(=O)[nH]c2c1C (centres undefined)
#57 COc1ccc(OC)c(Nc2ncnc3c2cnn3-c2ccccc2)c1
#58 O=C(CSc1ncnc2sc3c(c12)CCCC3)N1CCC(c2noc3ccc(F)cc23)CC1
#59 COc1ccccc1CNc1ncnc2c1cnn2-c1ccccc1
#60 Cc1ccc(-c2nc(CS(=O)CC(=O)NCc3ccccc3)c(C)o2)cc1 (centres undefined)

entry no.	51	52	53	54	55	56	57	58	59	60
S1P1 ag pot	-2	-6	-4	6	x	-18	6	x	-10	15
HEK293 NFkB inh	15	8	4	7	7	4	8	19	4	26
Jurkat viability	4	6	-3	-1	x	-8	-8	-1	5	7
S1P3 agonist	-1.9	-1.3	-1.6	-0.2	x	-1.2	-1.2	-1.0	-0.5	-1.7
M1 ag	-0.064	0.046	2.9*	0.7	0.089	-0.61	0.48	0.23	-0.38	-0.16
HTR1E agonist	0.5	-0.3	1.5	-1.2	-0.3	1.4	-1.3	0.9	0.2	-0.3
M1 antagonist	-0.47	0.056	-1.4*	0.55	0.11	-0.18	-0.074	0.7	0.66	0.23
5HT1E antag	9	1	-4	-7	16	-9	5	-2	4	3
Her2 expr inh	95	-20*	26	106	94	90	92	161	57	106
